Jurkat viability – cytotoxicity toward Jurkat T cells, primary screen, cytotoxicity control, cell-based, Jurkat E6.1, 60K MLSMR library. Jurkat E6.1 viability, ATP luminescence, 48 h. inhibition, % at 4 µM. 56,000 tested, 1.2% active;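 active means inhibition above the mean inhibition of all tested compounds plus 3 SD, cut at about 28% in these data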
SF1 activator – activators of human SF-1, primary screen, cell-based, CHO-K1, Gal4-SF-1 LBD, luciferase luminescence. CHO-K1 Gal4-SF-1 LBD luciferase reporter; % increase over DMSO SF-1-specific signal. activation, % at 10 µM. 65,000 tested, 1.9% active;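 active means activation above the mean activation of all tested compounds plus 3 SD, cut at about 50% in these data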
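System: CHO-K1 cells with Gal4–hSF-1 LBD chimera plus Gal4-driven luciferase; quantity: 4,000 CHO-K1 cells per well; compound: one dose, 10 µM compound, 1% DMSO; times: 20 h compound treatment, 37 °C; measured by: SteadyLite luciferase luminescence; read-out: percent activation versus DMSO; benchmarks: DMSO and mock-transfected background; replicates: one test per compound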
M1 antagonist – antagonists of rat M1 muscarinic receptor; CHO-M1 cells, Fluo-4 calcium, ACh EC80 antagonist mode; active compounds read low; 64,000 tested, 3.4% active; AID 628, 2007; B-score at 10 µM; Muscarinic acetylcholine receptor M1 (Rattus norvegicus), P08482;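 active means calcium fluorescence response, raw or row-and-column corrected B-score, differing from the plate sample mean either way at a set confidence level, mostly lower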
TNAP act DEA – human TNAP enzyme activators, primary screen, biochemical, luminescent, intermediate phosphate acceptor level. purified TNAP, CDP-star luminescence, 100 mM DEA, 30 min; active compounds read high; scale: 0 levamisole-inhibited, 1 vehicle-only enzyme. activation factor at 20 µM. 64,000 tested, under 10 active. AID 813, 2007;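 active means activation factor of at least 2 at 20 µM, relative to controls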
Target sequence (P05186 whole entry, looked up): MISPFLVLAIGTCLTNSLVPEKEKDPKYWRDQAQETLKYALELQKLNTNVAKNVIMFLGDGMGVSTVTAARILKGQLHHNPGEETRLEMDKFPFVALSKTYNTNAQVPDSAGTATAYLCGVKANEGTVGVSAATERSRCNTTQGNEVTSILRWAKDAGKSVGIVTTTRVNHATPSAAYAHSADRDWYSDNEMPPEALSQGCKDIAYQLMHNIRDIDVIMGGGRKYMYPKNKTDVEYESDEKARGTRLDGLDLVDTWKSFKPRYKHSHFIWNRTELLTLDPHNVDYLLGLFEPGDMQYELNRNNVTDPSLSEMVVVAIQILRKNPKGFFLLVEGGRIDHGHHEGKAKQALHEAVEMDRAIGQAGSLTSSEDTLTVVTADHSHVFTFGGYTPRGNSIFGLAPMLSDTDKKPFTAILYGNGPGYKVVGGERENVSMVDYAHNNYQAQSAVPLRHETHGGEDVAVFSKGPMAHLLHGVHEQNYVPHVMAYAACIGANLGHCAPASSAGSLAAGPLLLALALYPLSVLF
Ecoli tolC – growth inhibitors of E. coli tolC mutant, primary screen, strain BW25113 ΔtolC::kan, 384-well | AID 573, 2007 | OD615 | growth inhibition, % at 10 µM (by protocol) | 65,000 tested, 2.2% active;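 active means growth inhibition at or above a cutoff equal to the mean over every tested compound plus 3 SD, cut at about 60% in these data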;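 further: growth measured after 20 h incubation at 37 °C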
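Test system – E. coli BW25113 ΔtolC::kan, tolC deletion mutant strain · Detection – OD at 615 nm · Buffer or medium – LB with kanamycin 50 µg/mL · Times – 20 h compound exposure of bacteria at 37 °C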
HEK293 NFkB inh – inhibitors of PMA/ionomycin-induced NF-kB reporter, primary screen, antigen receptor NF-kB inhibitor project, cell-based, HEK-293 luciferase reporter, luminescence; HEK-293 NF-kB luciferase reporter; inhibition, % at 3 µM; 62,000 tested, 0.21% active; AID 465, 2006;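 active means inhibition above the mean of all tested compounds plus 3 SD, cut at about 40% in these data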;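 further: 0% = stimulated DMSO wells and 100% = 10 µM reference inhibitor 5653914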
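Signal: luciferase luminescence; Material: HEK-293 cells with stable firefly luciferase reporter driven by four HIV NF-kB elements; Probe or stimulus: PMA with ionomycin; Replication: tested once; Times: 1 h compound pretreatment, then 16 h stimulation at 37 °C, 5% CO2; Benchmarks: DMSO and 10 µM reference inhibitor; Evaluation: per-plate % inhibition versus controls.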
NADH coupling – inhibitors of PK/LDH coupling enzymes, profiling panel, artefact control, biochemical, MLSMR library; 65,000 tested, 0.02% active; AID 774, 2007; IC50, µM (highest dose often 10 µM), for the others: top-dose inhibition; coupled PK/LDH NADH assays, four targets;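 active means single-dose screening hits from any of four coupled enzyme assays that gave an IC50 when retested across doses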;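 further: the DPM-DC format reads NADH fluorescence rather than 340 nm absorbance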
D1 mod – D1 CRE-luciferase signal change, two-sided – cell-based, HEK293 D1, dopamine EC30, D1 allosteric modulator project, primary screen. dopamine EC30 potentiation; actives deviate in either direction. B-score at 10 µM. 58,000 tested, 5.9% active. AID 641, 2007;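 active means luminescence count or its row- and column-corrected plate score outside the 99.7% band of the plate's sample wells, on either side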
Target sequence (P21728 whole entry, looked up): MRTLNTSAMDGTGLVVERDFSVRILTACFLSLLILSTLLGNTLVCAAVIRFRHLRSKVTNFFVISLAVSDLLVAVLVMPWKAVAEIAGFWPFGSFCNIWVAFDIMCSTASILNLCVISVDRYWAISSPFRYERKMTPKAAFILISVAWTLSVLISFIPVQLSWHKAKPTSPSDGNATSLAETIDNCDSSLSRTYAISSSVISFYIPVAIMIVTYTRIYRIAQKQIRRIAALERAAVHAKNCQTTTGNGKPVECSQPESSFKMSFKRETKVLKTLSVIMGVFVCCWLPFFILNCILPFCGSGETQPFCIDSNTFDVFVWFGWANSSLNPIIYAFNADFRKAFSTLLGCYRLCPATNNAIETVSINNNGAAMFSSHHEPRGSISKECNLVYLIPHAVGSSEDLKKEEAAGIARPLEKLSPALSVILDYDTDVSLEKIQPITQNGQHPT
M1 agonist – M1 muscarinic receptor agonists, primary screen, CHO-M1 cells, Fluo-4 calcium, agonist mode; 64,000 tested, 3% active; B-score at 10 µM; Fluo-4 calcium fluorescence; active compounds read high; AID 626, 2007; Muscarinic acetylcholine receptor M1;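 active means fluorescence rise, raw or as B-score row- and column-corrected plate score, outside the 99.7% band of its plate's samples, either direction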
* hit, by the source's call; [ ] = dose if it differs, or a comment. Random draw from the library (roughly 15% active in at least one column).

CSC1=NCCN1C(=O)Cc1ccc(Cl)cc1 was read as Jurkat viability -4.3, SF1 activator 17.9, M1 antagonist 0.969, TNAP act DEA 0.9, Ecoli tolC 1.7, HEK293 NFkB inh 0.7, NADH coupling 2.0%, D1 mod 2.97 and M1 agonist -0.0962.
`Cc1ccc(C2CC(=O)c3cnc(NC(=O)c4ccco4)nc3C2)cc1` (configuration not stated) gave Jurkat viability -1.1, SF1 activator 12.2, M1 antagonist 1.73, TNAP act DEA 0.9, Ecoli tolC 6.3, HEK293 NFkB inh 1.3, NADH coupling 5.0%, D1 mod -0.353 and M1 agonist -0.942.
`CC(C)Cn1c(N)c(C(=O)NCCN2CCOCC2)c2nc3ccccc3nc21` gave Jurkat viability -11.4, SF1 activator -20.2, M1 antagonist 0.875, TNAP act DEA 1, Ecoli tolC 14.1, HEK293 NFkB inh 9.4, NADH coupling 5.0%[fluoresces], D1 mod 0.0703 and M1 agonist -0.451.
`Cc1ccc(-c2cc(C(=O)Nc3c(C)n(C)n(-c4ccccc4)c3=O)[nH]n2)c(O)c1` gave Jurkat viability 0.0, SF1 activator -24.3, M1 antagonist -0.0142, TNAP act DEA 1.1, Ecoli tolC -9.0, HEK293 NFkB inh 14.6, NADH coupling 2.0%, D1 mod -1.04 and M1 agonist -0.649.
COc1ccc2cnn(-c3ccccc3C)c(=O)c2c1OC was read as SF1 activator -4.5, M1 antagonist 0.668, TNAP act DEA 0.9, Ecoli tolC -9.9, NADH coupling 2.0%, D1 mod -0.141 and M1 agonist 0.0369.
For Cc1nc2cc(NC(=O)N3CCC(c4ccccc4)C3)ccc2n1C (configuration not stated) the results were Jurkat viability -2.2, SF1 activator 45.0, M1 antagonist 0.661, TNAP act DEA 0.9, Ecoli tolC -2.8, HEK293 NFkB inh -18.4, NADH coupling 6.0%, D1 mod -0.0811 and M1 agonist 1.19.
For COCCn1c(SCc2cccnc2)nnc1-c1c[nH]c2ccccc12 the results were Jurkat viability -0.7, SF1 activator -4.5, M1 antagonist -0.644, TNAP act DEA 0.9, Ecoli tolC -14.8, HEK293 NFkB inh 14.8, NADH coupling 3.0%, D1 mod -0.558 and M1 agonist -0.744.
For CCN(Cc1ccccc1)C(=O)Cn1cc2c(n1)CCCC2 the results were Jurkat viability -1.4, SF1 activator -12.4, M1 antagonist 0.0175, TNAP act DEA 1, Ecoli tolC -3.9, HEK293 NFkB inh 7.7, NADH coupling 2.0%, D1 mod -0.0703 and M1 agonist -0.0471.
For O=C(Nc1cccnc1)c1cccnc1 the results were SF1 activator 9.9, M1 antagonist 1.06, TNAP act DEA 1, Ecoli tolC 15.3, NADH coupling 3.0% and M1 agonist 0.332.
`Cc1sc2ncnc(N[C@@H](CCC(=O)O)C(=O)O)c2c1C` gave Jurkat viability -4.4, SF1 activator -2.2, M1 antagonist -0.351, TNAP act DEA 0.9, Ecoli tolC -18.2, HEK293 NFkB inh 19.4, NADH coupling 6.0%, D1 mod -0.012 and M1 agonist -0.314.
Screening CC(C)(C)c1ccc(Cn2nnc3c(=O)[nH]c(C4CCN(C(=O)Cc5cccs5)CC4)nc32)cc1 returned Jurkat viability -2.0, SF1 activator 1.1, M1 antagonist -0.48, TNAP act DEA 0.9, Ecoli tolC -3.2, HEK293 NFkB inh 12.8, NADH coupling 7.0%, D1 mod 0.624 and M1 agonist 0.327.
Cc1ccc(-n2ncc3c(=O)n(CC(=O)N4CCCc5ccccc54)cnc32)cc1C was read as Jurkat viability -0.4, SF1 activator -5.3, M1 antagonist -0.189, TNAP act DEA 0.8, Ecoli tolC 58.1, HEK293 NFkB inh -5.3, NADH coupling 2.0%, D1 mod 0.0159 and M1 agonist 0.458.
Screening COc1ccc(-c2cc(C(F)(F)F)nc(N3CCCCC3)n2)cc1OC returned SF1 activator -22.2, M1 antagonist 0.0302, TNAP act DEA 0.9, Ecoli tolC -1.5, HEK293 NFkB inh 16.5, NADH coupling 1.0% and M1 agonist -0.55.
`COc1cccc(-c2cc(C(=O)N3CCN(c4ncccn4)CC3)c3ccccc3n2)c1` gave Jurkat viability -10.0, SF1 activator 16.3, M1 antagonist -1.87, TNAP act DEA 0.9, Ecoli tolC 12.7, HEK293 NFkB inh 9.0, NADH coupling 7.0%, D1 mod 0.0716 and M1 agonist 3.06.
COc1cccc(N2CCN(C3CCCC(C)C3)CC2)c1 (configuration not stated) was read as Jurkat viability 2.4, SF1 activator 6.5, M1 antagonist -0.402, TNAP act DEA 0.9, Ecoli tolC -17.7, HEK293 NFkB inh 7.1, NADH coupling 3.0%, D1 mod -0.628 and M1 agonist 3.58*.
Cc1occc1-c1nnc(SCC(=O)N2CCOCC2)n1Cc1ccco1 was read as Jurkat viability -1.9, SF1 activator 3.3, M1 antagonist 0.139, TNAP act DEA 0.9, Ecoli tolC -3.1, HEK293 NFkB inh 9.1, NADH coupling 4.0%, D1 mod -0.12 and M1 agonist -0.258.
For COc1ccc(-c2noc(-c3ccccc3C(=O)Nc3cccnc3)n2)cc1OC the results were Jurkat viability -3.9, SF1 activator -12.4, M1 antagonist -0.151, TNAP act DEA 0.9, Ecoli tolC 9.9, HEK293 NFkB inh 17.6, NADH coupling 1.0%, D1 mod 1.97 and M1 agonist -0.504.
`COCCOC(=O)C1=C(C)NC(SCC(=O)NC(C)(C)C)=C(C#N)C1c1ccco1` (configuration not stated) gave SF1 activator -2.1, M1 antagonist -0.598, TNAP act DEA 1, Ecoli tolC 19.7, NADH coupling 2.0%, D1 mod -1.74 and M1 agonist 0.00679.
For Cc1ccc(S(=O)(=O)Nc2ccc(S(=O)(=O)N3CCCC3)cc2)cc1 the results were Jurkat viability 8.1, SF1 activator -10.1, M1 antagonist -1.56, TNAP act DEA 0.9, Ecoli tolC 25.0, HEK293 NFkB inh 3.5, NADH coupling 3.0%, D1 mod -0.44 and M1 agonist -0.363.
For O=C(CP(=O)(c1ccccc1)c1ccccc1)N1CCCCC1 the results were Jurkat viability -1.7, SF1 activator -4.8, M1 antagonist 0.117, TNAP act DEA 0.9, Ecoli tolC -17.0, HEK293 NFkB inh 14.0, NADH coupling 4.0%, D1 mod -0.283 and M1 agonist 0.599.

Compounds shown so far that have a thiophene ring, fused or not, in the order listed:
`Cc1sc2ncnc(N[C@@H](CCC(=O)O)C(=O)O)c2c1C` gave Jurkat viability -4.4, SF1 activator -2.2, M1 antagonist -0.351, TNAP act DEA 0.9, Ecoli tolC -18.2, HEK293 NFkB inh 19.4, NADH coupling 6.0%, D1 mod -0.012 and M1 agonist -0.314.
Screening CC(C)(C)c1ccc(Cn2nnc3c(=O)[nH]c(C4CCN(C(=O)Cc5cccs5)CC4)nc32)cc1 returned Jurkat viability -2.0, SF1 activator 1.1, M1 antagonist -0.48, TNAP act DEA 0.9, Ecoli tolC -3.2, HEK293 NFkB inh 12.8, NADH coupling 7.0%, D1 mod 0.624 and M1 agonist 0.327.

Carrying on:
`CC(C)Sc1nc2c(c(=O)[nH]c(=O)n2C)n1CCc1ccccc1` gave Jurkat viability 2.3, SF1 activator 0.3, M1 antagonist 0.0291, TNAP act DEA 1, Ecoli tolC 5.2, HEK293 NFkB inh 10.1, NADH coupling 2.0%, D1 mod 25.7* and M1 agonist 0.364.
For Cn1c(SCC(=O)C(C)(C)C)nnc1-c1cccnc1 the results were Jurkat viability -5.9, SF1 activator 7.9, M1 antagonist 0.322, TNAP act DEA 1, Ecoli tolC -22.2, HEK293 NFkB inh 17.7, NADH coupling 2.0%, D1 mod 0.422 and M1 agonist 0.00297.
Screening CC(=O)C(Sc1ccc2nnc(-c3ccncc3)n2n1)C(C)=O returned Jurkat viability -1.7, SF1 activator 0.1, M1 antagonist 0.413, TNAP act DEA 0.9, Ecoli tolC -7.5, HEK293 NFkB inh 10.7, NADH coupling 1.0%, D1 mod -0.0641 and M1 agonist 0.195.
CS(=O)(=O)N(CC(=O)Nc1ccc2c(c1)OCCO2)Cc1ccc(Cl)cc1 was read as Jurkat viability 7.2, SF1 activator -4.0, M1 antagonist 0.04, TNAP act DEA 1, Ecoli tolC 12.9, HEK293 NFkB inh 8.3, NADH coupling 9.0%, D1 mod -0.576 and M1 agonist 0.14.
CCn1c(=O)c(C(=O)CN2CCOCC2)c(N)n(Cc2ccccc2)c1=O was read as Jurkat viability 3.1, SF1 activator 0.9, M1 antagonist 0.22, TNAP act DEA 0.9, Ecoli tolC -6.6, HEK293 NFkB inh 9.2, NADH coupling 6.0% and M1 agonist 0.107.
`CCCC(=O)NC(C)c1nc2ccccc2n1C` (configuration not stated) gave Jurkat viability -4.1, SF1 activator 4.3, M1 antagonist -0.914, TNAP act DEA 1, Ecoli tolC -21.5, HEK293 NFkB inh 0.2, NADH coupling 2.0%, D1 mod 0.0621 and M1 agonist 1.89.
CCn1c(SCc2ccc(C(=O)OC)o2)nnc1-c1c[nH]c2ccccc12 was read as Jurkat viability 0.9, SF1 activator -11.6, M1 antagonist -0.264, TNAP act DEA 1, Ecoli tolC 15.4, HEK293 NFkB inh 7.3, NADH coupling 1.0%, D1 mod -1.06 and M1 agonist -0.277.
Screening Cc1cc(C)cc(NC(=O)CSc2nnc(-c3ccccc3)n2N)c1 returned SF1 activator 6.3, M1 antagonist 0.109, TNAP act DEA 0.8, Ecoli tolC 4.6, HEK293 NFkB inh 17.2, NADH coupling 3.0%, D1 mod 0.996 and M1 agonist 0.959.
CC1CCCN(C(=O)C2CCN(CC3CC=CCC3)CC2)C1 (configuration not stated) was read as Jurkat viability 4.8, SF1 activator -10.6, M1 antagonist -0.537, TNAP act DEA 0.9, Ecoli tolC -6.7, HEK293 NFkB inh 4.7, NADH coupling 11.0%, D1 mod 0.0157 and M1 agonist 0.0999.
Screening COc1ccc(S(=O)(=O)N2CCN(C(=O)NC3CCCCC3)CC2)cc1OC returned Jurkat viability -0.1, SF1 activator 20.1, TNAP act DEA 1, Ecoli tolC 2.5, HEK293 NFkB inh -4.6, NADH coupling 8.0%, D1 mod 0.39 and M1 agonist -0.138.
For COc1cc(C(C#N)N2CCCCC2)ccc1O (configuration not stated) the results were Jurkat viability 0.4, SF1 activator 12.7, M1 antagonist -0.573, TNAP act DEA 0.9, Ecoli tolC -1.9, HEK293 NFkB inh 15.4, NADH coupling 12.0%, D1 mod 0.0112 and M1 agonist -0.666.
Screening CCOc1ccccc1/C=c1\sc2ncnn2c1=O returned Jurkat viability 1.5, SF1 activator -4.9, M1 antagonist 0.241, TNAP act DEA 0.9, Ecoli tolC -3.2, HEK293 NFkB inh 1.7, NADH coupling 1.0%, D1 mod 0.129 and M1 agonist -0.229.
For O=C(CCC1CCCCC1)Nc1c2c(nn1-c1ccc(F)cc1)CS(=O)C2 (configuration not stated) the results were Jurkat viability -2.4, SF1 activator 1.8, M1 antagonist 0.266, TNAP act DEA 1, Ecoli tolC 20.0, HEK293 NFkB inh 10.3, NADH coupling 9.0%, D1 mod -0.158 and M1 agonist -0.156.
